# GSIS activator: GLuc luminescence reporter in INS-1E cells, primary screen for activators of glucose-dependent secretion of insulin | INS-1E GLuc reporter insulin secretion, 2-3 h | activation, % at 16.6 µM | actives 0.61% (n = 370,000) | AID 743287;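 active = lowest replicate activation of at least 40%, so every replicate reaches that level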;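 also: 0% = median of neutral control wells and 100% = median of IBMX positive control wells; some compounds called inactive have numbers as strong as hits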
# miR-122 sensor: inhibitors of miR-122 in Huh7 cells. actives 0.3% (n = 340,000). activation (reporter increase), % at 12.5 µM. Huh7 miR-122 Renilla luciferase sensor, 48 h; neutral wells = 0, positive control = 100. AID 602342;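 active = mean replicate activation score at least 90 and every replicate individually at or above 90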;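 also: higher luciferase means less miR-122 activity so hits act as miR-122 inhibitors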
# Active calls of the source: *. Some of the compounds tested; count on the stated rates, not on these rows.
# Order of results – GSIS activator	miR-122 sensor
1: c1cc(C2CCCCC2)ccc1Oc1nc(N2CCOCC2)nc(N2CCOCC2)n1
  -19	-1
2: Cc1cc(-c2ccc(Cl)cc2)oc(=O)c1NC(=O)c1ccccc1
  4	-8
3: COC(=O)c1cc(COc2ccc3c(c2)oc(=O)c2ccccc23)c(C)o1
  11	-7
4: CCOC(=O)CCc1c(C)nc2cc(-c3ccc(Cl)cc3)[nH]n2c1=O
  7	6
5: CCN(CC)CCNC(=O)C1CCN(S(=O)(=O)N2CCCCC2)CC1
  -7	-2
6: Cc1nn(-c2ccc(Cl)cc2)c2sc(C(=O)N3CCN(c4ccccn4)CC3)cc12
  13	-3
7: CCOC(=O)c1ccc2c(c1)nc(C)n2CC
  3	11
8: COC(=O)Nc1ccc(S(=O)(=O)Nc2ccccc2F)cc1
  6	4
9: CCOc1ccc(CC(C(N)=O)C(N)=O)cc1CN(C)C
  1	-4
10: O=C(CN(Cc1ccco1)C(=O)CNS(=O)(=O)c1ccc(Cl)cc1)NC1CCCCC1
  -9	7
11: CCOC(=O)/C(C#N)=C\C1=C(N2CCCC2)CC(C)(C)OC1
  12	-4
12: Cc1cc(C)c(C#N)c(SCSCc2ccccc2)n1
  -16	-3
13: CC(C)C1N(c2ccccc2)C(N)=C(C#N)C1(C#N)C#N (configuration not stated)
  -1	2
14: COC(=O)c1ccc(Cl)c(NC(=O)CN2CCN(Cc3ccccc3)CC2)c1
  9	-3
15: Cn1c(Br)nc2c1c(=O)n(CC(O)COc1ccccc1)c(=O)n2C (configuration not stated)
  5	-5
16: O=C(C1CN(S(=O)(=O)c2ccccc2)CCN1S(=O)(=O)c1ccccc1)N1CCCCCC1 (configuration not stated)
  -2	3
17: Cc1ccc(CCNC(=O)c2ccc(CS(=O)(=O)Cc3ccccc3F)o2)cc1
  -21	2
18: O=C(CCC(=O)c1cccs1)NCc1ccc(Cl)cc1
  4	-1
19: CN(Cc1ccccc1)c1nc2c(c(=O)[nH]c(=O)n2C)n1Cc1ccccc1
  70*	-3
20: O=C(CCCN1C(=O)c2cccc3cccc(c23)C1=O)N1CCc2ccccc2C1
  10	-5

# As a working copy, some entries already given.
# Order of results – GSIS activator	miR-122 sensor
17: Cc1ccc(CCNC(=O)c2ccc(CS(=O)(=O)Cc3ccccc3F)o2)cc1
  -21	2
18: O=C(CCC(=O)c1cccs1)NCc1ccc(Cl)cc1
  4	-1
19: CN(Cc1ccccc1)c1nc2c(c(=O)[nH]c(=O)n2C)n1Cc1ccccc1
  70*	-3
20: O=C(CCCN1C(=O)c2cccc3cccc(c23)C1=O)N1CCc2ccccc2C1
  10	-5

# New compounds follow.
# Order of results – GSIS activator	miR-122 sensor
21: O=C(c1ccccc1)N1CCCc2ccccc21
  27	22
22: CC(C)c1ccccc1NC(=O)c1cccnc1
  1	-1
23: COC(=O)CNC(=O)c1cccc(F)c1
  11	5
24: COc1ccc(COCC(O)CN(Cc2ccco2)Cc2ccccc2O)cc1 (configuration not stated)
  -14	-3
25: Cc1ccc(-c2nc(=S)c3c(n2CCN2CCOCC2)CC(C)(C)OC3)cc1
  1	9
26: O=C(CC1CCCCC1)NC1CCCC1
  -4	-2
27: Cc1ccc(S(=O)(=O)NCC(=O)N2CCCC2)cc1
  3	13
28: Cc1nnc(SCC(=O)N2CCc3ccccc3C2)n1-c1ccccc1
  -4	-1
29: COC(=O)CC(=O)Cc1nc(N)nc(Nc2ccc(C)c(C)c2)n1
  -3	0
30: Nc1c(N2CCN(c3ccccc3)CC2)c2ccccc2oc1=O
  7	4
31: Cc1ccc(CS(=O)(=O)CCC(=O)NCCN(C)Cc2ccccc2)cc1
  19	-8
32: O=C(NC(C(=O)c1ccccc1)n1c(=O)cc[nH]c1=S)c1ccccc1 (configuration not stated)
  12	-3
33: COc1ccc(C(C)(C)C)cc1NC(=O)c1cncc(Br)c1
  -18	-3
34: CC(C)CC(NC(=O)OC(C)(C)C)C(=O)NC(C(=O)N1CCCC1C(N)=O)C(C)C (configuration not stated)
  4	-8
35: C[C@@H](C(=O)Nc1ccccc1N1CCOCC1)N1C(=O)C2CC=CCC2C1=O (some centres not stated)
  12	4
36: CN1CCN(C(=O)NC2CCCN2S(=O)(=O)c2ccc(Cl)cc2)CC1 (configuration not stated)
  0	1
37: Clc1ccc(CN2C3=NCCN3c3ccccc32)cc1
  28	-9
38: COc1ccc(NC(=O)c2ccc(S(=O)(=O)N(C)C)cc2)cc1OC
  1	-5
39: O=C(NNc1c(Cl)cc(Cl)cc1Cl)c1cccc([N+](=O)[O-])c1
  -40	-4
40: C=CCn1c(SCC(=O)Nc2cc(NC(C)=O)ccc2OC)nnc1-c1cccnc1
  3	0
41: Cc1cccc2cc(COC(=O)c3ccccn3)c(=O)[nH]c12
  4	1
42: C=CCCCCCCCCc1nc(=S)[nH][nH]1
  5	-5
43: CCCc1[nH][nH]c(=O)c1C(c1ccc(Br)cc1)C(C#N)C#N (configuration not stated)
  -13	6
44: CCOC(=O)c1c(-c2ccccc2)[nH]c2ccc(O)cc12
  36	6
45: O=[N+]([O-])c1cccc2ccc(/C=C/c3ccc(F)cc3)nc12
  -13	10
46: COc1cc(C#N)ccc1OCC(=O)c1ccc2c(c1)OCCO2
  3	20
47: COc1cc2c(c(OC)c1OC)CC(=O)N(C)CC2
  10	-9
48: COCCNC(=O)C(c1ccc(F)cc1)N(CC1CCCO1)C(=O)CCC(=O)Nc1ccccn1 (configuration not stated)
  20	3
49: CC(C)OCCCNC(=O)CCSc1ccc(Cl)cc1
  12	-6
50: C(=N\n1cnnc1)/c1cccs1
  12	-4
51: COC(=O)CNC(=O)C1CCN(C(=O)OCc2ccccc2)CC1
  0	-3
52: CCCn1c(N2CCC(Cc3ccccc3)CC2)nc2c1c(=O)[nH]c(=O)n2C
  -19	-3
53: CNc1nc(-c2ccccc2)cc(C(F)(F)F)c1C#N
  13	0
54: C=CCn1c(O)c(CN2CCN(Cc3ccccc3)CC2)c(C)c(C#N)c1=O
  -3	-3
55: CCCCc1c(O)nc(SCC(=O)NCCc2ccc(OC)c(OC)c2)[nH]c1=O
  14	-4
56: N#Cc1nc(-c2ccccc2Cl)oc1N1CCCCC1
  -5	-7
57: O=c1oc(-c2ccccc2)nc2sc3c(c12)CCCC3
  2	-8
58: O=c1[nH]c(N2CCc3ccccc32)nc2c1CCCC2
  20	0
59: CC(C)c1ccc(O)c(NC(=O)c2ncn[nH]2)c1
  20	2
60: CS(=O)(=O)N1CCC(C(=O)Nc2ccc(Br)cc2F)CC1
  17	-3

# Structural class, those above containing an aryl methoxy group
# Order of results – GSIS activator	miR-122 sensor
24: COc1ccc(COCC(O)CN(Cc2ccco2)Cc2ccccc2O)cc1 (configuration not stated)
  -14	-3
33: COc1ccc(C(C)(C)C)cc1NC(=O)c1cncc(Br)c1
  -18	-3
38: COc1ccc(NC(=O)c2ccc(S(=O)(=O)N(C)C)cc2)cc1OC
  1	-5
40: C=CCn1c(SCC(=O)Nc2cc(NC(C)=O)ccc2OC)nnc1-c1cccnc1
  3	0
46: COc1cc(C#N)ccc1OCC(=O)c1ccc2c(c1)OCCO2
  3	20
47: COc1cc2c(c(OC)c1OC)CC(=O)N(C)CC2
  10	-9
55: CCCCc1c(O)nc(SCC(=O)NCCc2ccc(OC)c(OC)c2)[nH]c1=O
  14	-4

# Additional compounds follow.
# Order of results – GSIS activator	miR-122 sensor
61: COc1ccccc1N1CCN(c2nc3ccccc3nc2C(C#N)C(=O)OC(C)C)CC1 (configuration not stated)
  -7	-8
62: CCOc1ccccc1-n1cnc2cc(C(=O)NCc3ccco3)ccc21
  2	3
63: Cc1c(N=Cc2ccccn2)c(=O)n(-c2ccccc2)n1C
  -6	3
64: O=C(CN1C(=O)NC2(CCCC2)C1=O)NCCC1=CCCCC1
  9	-1
65: Fc1cccc(Nc2ncnc3sc4c(c23)CCC4)c1
  16	-3
66: Nn1c(Cc2cccc3ccccc23)nnc1SCn1nnc2ccccc2c1=O
  -9	-8
67: O=C(NCc1ccccc1)C(c1ccncc1)N(C(=O)c1csnn1)C1CC1 (configuration not stated)
  19	-8
68: Cc1c(N2C(=O)C(=O)/C(=C(/O)c3ccccc3)C2c2ccc(F)cc2)c(=O)n(-c2ccccc2)n1C (configuration not stated)
  15	-6
69: CSc1ccccc1-c1nnc(-c2ccc(Cl)cc2)o1
  -15	-3
70: O=S(=O)(/N=C(/Nc1ccccc1F)c1ccccc1)c1ccccc1
  17	5
71: O=C1CSC(c2cn(-c3ccccc3)nc2-c2cc3ccccc3oc2=O)N1Cc1cccnc1 (configuration not stated)
  -11	-1
72: CSc1ccc(Cl)c(C(=O)NCC(C)C)c1
  16	-3
